DAGLB inhibitor: blocks human DAGLB lipase activity | Q8NCG7 | HEK293T DAGLB membrane lysate, EnzChek fluorogenic substrate | inhibition, % at 5.17 µM | 0.059% of 340,000 active | AID 504411; in the data active = inhibition above about 34%;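 also: 0% = enzyme with vehicle and 100% = wells lacking enzyme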
AddAB inh: less growth of phage-infected E. coli with AddAB. inhibition, % at 11.9 µM. 0.29% of 330,000 active. E. coli expressing H. pylori AddAB, absorbance growth; in the data active = inhibition above about 12%;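 also: 0% = vehicle wells of infected cells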
PfHsp90 yeast 2: growth inhibition of yeast expressing Plasmodium Hsp90. 0.32% of 310,000 active. S. cerevisiae expressing PfHsp90, BacTiter-Glo ATP, 48 h; yeast lacking PDR1 and PDR3 efflux regulators. inhibition, % at 9.4 µM. AID 504621;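 active = every replicate shows inhibition above about 80%, whatever the replicate mean, limit read from the data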;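 also: 0% = DMSO neutral controls and 100% = 20 µM radicicol positive controls; yeast relying on Plasmodium falciparum Hsp90 in place of its own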
Ecoli viability: counter-screen for AddAB inhibitors: E. coli growth inhibition. AID 449728. E. coli V3065 growth, OD600 absorbance, 18 h. inhibition, % at 11.9 µM. 0.27% of 330,000 active;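 active = inhibition above the campaign's mean inhibition across all tested compounds plus 3 SD, cut at about 9.9% in these data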;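 also: uninfected addAB+ strain grown without phage in ampicillin broth; 0% = DMSO wells and 100% = ciprofloxacin 0.95 µg/ml wells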
phage Ecoli inh: E. coli growth loss with phage present. growth absorbance. inhibition, % at 11.9 µM. 0.26% of 360,000 active. AID 651602; in the data active = inhibition above about 11%
Rtt109 Vps75: blocks Candida albicans Rtt109/Vps75 acetyltransferase activity; Q5AAJ8; purified Rtt109/Vps75, ThioGlo CoA-SH fluorescence, 4 h; inhibition, % at 34.9 µM; 0.16% of 330,000 active; AID 540336;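 active = inhibition of at least 50% in every replicate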
Target sequence (Q5AAJ8 whole entry, looked up): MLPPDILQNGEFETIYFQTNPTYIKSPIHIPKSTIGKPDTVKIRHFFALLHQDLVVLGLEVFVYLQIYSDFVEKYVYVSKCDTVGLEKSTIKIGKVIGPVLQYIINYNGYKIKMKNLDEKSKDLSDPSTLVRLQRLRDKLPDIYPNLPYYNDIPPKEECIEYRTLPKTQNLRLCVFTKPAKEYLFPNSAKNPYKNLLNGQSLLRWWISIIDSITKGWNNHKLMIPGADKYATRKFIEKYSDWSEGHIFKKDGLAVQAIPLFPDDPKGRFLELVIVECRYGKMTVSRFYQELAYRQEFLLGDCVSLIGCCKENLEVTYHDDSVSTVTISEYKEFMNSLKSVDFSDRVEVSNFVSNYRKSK
CAL PDZ FP: blocks peptide binding to human CAL PDZ domain; Q9HD26; purified CAL PDZ, TMR-peptide fluorescence polarization, 1 h; inhibition, % at 20 µM; 0.02% of 330,000 active;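 active = highest replicate inhibition of at least 40%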;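 also: plate controls were DMSO neutral control wells for no effect and unlabeled competitor peptide control wells for full effect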
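material = purified tagged CAL PDZ domain construct (CerCALP) | compound dosing = 20 µM, one dose | times = 1 h at RT | measured by = fluorescence polarization from S- and P-plane intensities, G-factor corrected | read-out = inhibition from polarization loss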
PvdQ inh: P. aeruginosa PvdQ acylase inhibition | AID 488965 | purified PvdQ acylase, fluorescence plate reader | 0.063% of 340,000 active | inhibition, % at 10 µM; in the data active = inhibition above about 30%, passing the limit was not always enough;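 also: 0% = vehicle neutral wells and 100% = reference inhibitor wells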
Wnt act: activators of Wnt/beta-catenin signaling | Wnt/beta-catenin reporter cell assay, activator, plate reader | activation, % at 9.35 µM | 1.2% of 300,000 active; in the data active = activation above about 30%, passing the limit was not always enough;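 also: 0% = neutral control wells and 100% = positive control wells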
Tat export inh: inhibitors of E. coli Tat protein transport; E. coli MC4100 TorA-mCherry Tat export, fluorescence; inhibition, % at 10 µM; 0.036% of 340,000 active;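 active = mean replicate inhibition at least 50% and at least half of replicates individually reaching 50%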;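 also: exported cargo escapes ClpAP degradation while cytoplasmic cargo is degraded and loses fluorescence; 0% = median of neutral control wells and 100% = median of NaSCN control wells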
Active calls of the source: *; · = not tested or not shown.

Molecule	DAGLB inhibitor	AddAB inh	PfHsp90 yeast 2	Ecoli viability	phage Ecoli inh	Rtt109 Vps75	CAL PDZ FP	PvdQ inh	Wnt act	Tat export inh
Cc1c(CCOC(=O)c2ccccc2)sc[n+]1Cc1ccccc1	2.1	5.7	1.0	1.0	-0.8	7.8	0.2	-3.3	-2.4	14.9
NC(=O)CSc1nc2ccccc2c(=O)n1-c1ccccc1	0.2	2.0	-7.9	2.0	4.6	0.8	-2.5	-4.4	-0.4	4.3
N#CC1(Nc2ccccc2)C(=O)Nc2ccccc21 (stereo not drawn)	-0.5	-0.7	5.7	-1.0	1.1	3.9	-3.4	-3.5	1.7	-4.7
COc1cccc(OCC(=O)O/N=C(\N)c2ccc(OC)c(OC)c2)c1	-9.0	0.9	2.1	-1.3	3.8	6.1	-1.9	2.5	0.6	8.7
Cc1nc(N)[nH]c(=O)c1Oc1cccc(C(F)(F)F)c1	-2.1	7.1	-20.6	-2.0	4.3	5.2	-0.1	-4.8	-4.0	4.9
COc1ccccc1CCC(=O)OCC(=O)NCc1ccc(OC)c(OC)c1	-2.7	-2.7	-17.3	-1.3	2.2	-3.7	-1.0	-12.8	-0.4	-8.2
O=S(=O)(Nc1ccc(S(=O)(=O)Nc2ncccn2)cc1)c1ccccc1	0.0	6.2	23.1	0.3	2.3	1.4	-1.6	-12.9	-1.7	-6.6
Fc1cccc(CN2CCN(C(=S)NCCc3ccccc3)CC2)c1	-6.7	-0.8	-11.7	2.8	4.5	-2.3	-0.9	19.9	-1.0	4.9
O=C(NCc1cccs1)C(=O)c1c[nH]c2ccccc12	0.1	-0.7	-16.6	-0.2	3.7	-2.9	-1.7	-3.8	3.2	1.1
O=C(/C=C/c1ccc(Cl)c([N+](=O)[O-])c1)Nc1ccc(N2CCCC2)c(Cl)c1	-2.0	1.9	-14.4	-0.6	2.6	-19.6	1.3	-10.7	1.6	-3.9
CC(=O)Nc1ccc(S(=O)(=O)Nc2nccs2)cc1	-0.8	·	0.2	·	0.6	-5.3	-0.8	-13.2	-1.0	-1.7
Cn1c(=O)c2c(nc(NCc3ccco3)n2CCc2ccccc2)n(C)c1=O	-6.4	1.5	-11.0	-0.2	1.9	-0.5	-0.6	-14.5	·	5.7
COc1ccc(/C=N/NC(=O)c2ccc3nc[nH]c3c2)c(OC)c1	0.9	1.2	-1.9	0.2	1.1	1.0	-1.7	6.5	4.1	-7.4
O=C(O)c1cccc(NC(=S)N/N=C/c2ccccn2)c1	1.3	17.3*	-23.8	16.5*	23.1*	-15.1	-3.2	-6.1	25.8	-3.0
Cc1cc(C(=O)NNc2c(Cl)cccc2Cl)n(C(C)(C)C)n1	0.3	0.9	6.2	2.6	1.9	1.4	-1.0	-13.0	2.3	-10.8
O=S(=O)(Cc1ccccc1Cl)NCc1ccccc1	·	2.6	-27.4	-2.6	7.7	-2.5	-0.6	-6.7	·	-0.6
O=S(=O)(c1cc(Cl)ccc1Cl)N1CCN(Cc2ccc3c(c2)OCO3)CC1	-7.7	3.0	2.2	-0.3	4.4	-4.4	0.0	-2.6	-2.9	9.2
O=C(COc1cccnc1[N+](=O)[O-])Nc1ccc(F)cc1	-1.1	2.7	23.6	0.2	5.0	-0.6	-1.6	6.2	6.6	-0.1
O=C(O)c1ccnc(SCC(=O)c2ccccc2)c1	-2.4	0.8	-21.1	-1.4	0.6	7.7	-0.9	-2.0	-1.0	-1.1
CC1CCN(C(=O)Cn2nnc(-c3ccc(C(C)C)cc3)n2)CC1	-6.5	·	0.7	·	-1.8	0.4	-1.5	-13.9	-0.7	4.2
O=C(Cn1c(=O)n(Cc2ccco2)c(=O)c2c3c(sc21)CCCCC3)Nc1ccccc1	6.9	0.9	-39.1	-0.7	-0.6	11.1	-1.8	-1.4	·	1.4
Cc1ccc(NC(=O)N2CCN(C/C=C/c3ccccc3)CC2)cc1	-0.2	-0.1	7.0	2.1	3.9	1.5	-0.3	-7.3	-3.2	-0.1
O=C(CCl)Nc1ccc(N2CCCCCC2)cc1	2.2	0.3	4.9	-3.3	3.2	5.6	-0.3	4.8	2.0	-0.3
O=C(O)CCCC(=O)N1CCN(C(c2ccccc2)c2ccccc2)CC1	-0.6	1.3	·	1.8	2.8	-6.5	-5.1	-15.4	-1.4	-7.6
Cc1nc2c(Br)cc(Br)cc2cc1O	-5.3	4.3	-8.6	7.4	8.4	-0.4	-1.8	13.1	·	2.7
C=CCC(C(=O)c1ccccc1)[N+](C)(C)CC=C (stereo not drawn)	-0.1	4.9	-18.3	2.3	4.1	-3.9	0.9	0.6	0.8	-0.9
C/C(=N\OCC(=O)OCC(=O)NC(=O)c1ccc(OC(F)F)cc1)c1ccc2c(c1)OCO2	-1.8	0.2	·	-1.7	-0.2	2.5	-2.0	-6.2	-1.6	-12.7
CC(C)(CNC(=O)c1cccc(S(=O)(=O)Nc2ccc(SC(F)F)cc2)c1)N1CCOCC1	-2.0	·	23.8	·	1.8	3.4	-0.1	-9.1	-3.2	3.7
FC(F)(F)c1nnc2sc(-c3ccncc3)nn12	1.8	0.3	-58.8	0.0	0.2	-13.8	-2.2	-17.5	·	2.1
O=C(NCCc1ccccc1)c1ccc(NC(=O)C2CC2)cc1	0.2	·	-1.4	·	3.6	4.1	-0.5	-14.0	9.8	5.0
COc1ccc2cc(C(=O)N/N=C/c3sc4ccccc4c3O)ccc2c1	-30.2	9.8	-49.3	12.0*	23.0*	20.5	-1.3	-5.7	·	-5.2
CCOC(=O)N1CCN(C(=O)CN(C)S(=O)(=O)c2ccc(F)cc2)CC1	-0.7	1.4	-6.7	1.3	4.2	-12.9	-2.8	-13.0	7.1	3.6
COc1ccc(Br)cc1/C=N/NC(=O)CNC(=O)c1cccnc1	-0.9	-1.1	5.8	1.9	1.9	-4.0	-0.1	-17.1	2.6	4.1
CC(=O)N(Cc1ccccc1)C(CC(=O)NCc1ccccc1)C(=O)O (stereo not drawn)	-0.3	·	3.5	·	2.4	-5.5	-0.4	-8.4	-4.6	4.2
COC(=O)C1=C(C)NC(C)=C(C(=O)OC)C1C(=O)OCc1nc2cc(C(=O)OC)ccc2c(=O)[nH]1	-0.2	1.8	2.3	0.3	-1.2	-2.0	-0.3	-12.3	-0.2	-12.1
CCCC(=O)Nc1nn(CC)c2nc3ccc(C)cc3cc12	-3.3	0.1	-8.9	-1.5	1.9	-3.1	·	-8.3	0.7	-8.0
O=P(O)(O)c1ccccc1OCCCCCOc1ccccc1P(=O)(O)O	0.4	-1.2	12.4	2.0	4.3	0.7	-2.1	-12.2	2.7	-6.5
C[C@@H](C(=O)Nc1ccc(OC(F)F)c(Cl)c1)N1C(=O)C2CC=CCC2C1=O (stereo partly drawn)	2.2	-0.6	-5.7	-0.9	2.7	0.0	0.2	-6.9	-1.4	-3.4
COc1ccc(-c2ccc(SCC(=O)NCC3CCCO3)nn2)cc1OC (stereo not drawn)	-0.7	1.4	3.8	1.6	2.9	-3.1	-0.1	-3.7	0.6	2.2
COc1ccc(/C=c2\s/c(=C(/C#N)C(=O)NCc3ccco3)n(-c3ccccc3)c2=O)cc1	4.5	-2.1	-46.0	-2.2	2.7	-4.9	0.5	-9.5	-2.4	-4.4
Nc1ccccc1C(=O)NNc1c2ccccc2nc2ccccc12	13.7	0.7	-10.2	-1.2	1.3	-8.8	0.8	-11.9	0.9	-2.9
O=C(Nc1nc(-c2cc(Cl)sc2Cl)cs1)c1cccs1	-12.2	5.8	2.6	3.2	4.3	4.7	-0.9	-4.8	8.2	-1.3
Cc1cccc2cc(COC(=O)c3ccccn3)c(=O)[nH]c12	-1.2	5.1	15.3	4.0	2.0	2.5	-0.7	-2.4	-1.4	1.6
Cc1cc(-c2nnc(SCC(=O)Nc3ccc(S(N)(=O)=O)cc3)n2N)n[nH]1	1.7	4.4	-12.7	1.8	2.5	18.0	-1.3	10.7	-1.4	1.9
CC(=O)N1c2ccccc2NC2=C(C(=O)CCC2)C1c1ccco1 (stereo not drawn)	-2.0	-0.8	-2.1	-0.3	0.1	5.1	-0.5	2.0	-1.0	12.5

Brought forward from above: two compounds; new compounds follow.
Molecule	DAGLB inhibitor	AddAB inh	PfHsp90 yeast 2	Ecoli viability	phage Ecoli inh	Rtt109 Vps75	CAL PDZ FP	PvdQ inh	Wnt act	Tat export inh
Cc1cc(-c2nnc(SCC(=O)Nc3ccc(S(N)(=O)=O)cc3)n2N)n[nH]1	1.7	4.4	-12.7	1.8	2.5	18.0	-1.3	10.7	-1.4	1.9
CC(=O)N1c2ccccc2NC2=C(C(=O)CCC2)C1c1ccco1 (stereo not drawn)	-2.0	-0.8	-2.1	-0.3	0.1	5.1	-0.5	2.0	-1.0	12.5
Cc1cccc(Cn2c(Sc3nc(C)cs3)nc3c2c(=O)[nH]c(=O)n3C)c1	3.5	-0.3	8.3	-1.7	2.5	-1.7	-2.0	-15.1	0.2	-1.0
CCC(=O)NCc1ccc(-c2nc3ncccc3o2)cc1	-0.1	4.0	6.8	0.3	0.6	-5.2	7.8	-12.2	0.2	-20.3
COc1ccc2c(c1)c(=O)oc1cc(OCC(=O)N3CCc4ccccc4C3)ccc12	-2.0	1.2	-0.8	1.2	3.6	-14.4	-3.4	-9.1	-4.2	1.6
Cc1nc(C(=O)Nc2cccc(Cl)c2)nn1-c1cc(OC(C)C)c(Cl)cc1Cl	-3.6	2.7	·	0.8	4.3	6.1	-2.2	-7.0	-4.5	14.7
Cc1ccc(N(Cc2ccccc2)C(=O)c2cccc(S(=O)(=O)N3CC(C)OC(C)C3)c2)cc1 (stereo not drawn)	-7.2	-0.2	5.5	-1.1	0.4	4.3	-0.8	-0.5	-0.9	6.8
Cn1c(=O)n(C)c2cc(S(=O)(=O)Nc3ccccc3O)ccc21	4.4	-0.4	-26.1	-3.0	-0.4	-3.1	-1.4	-12.1	-0.7	-5.4
COc1ccc(C(=O)N2CCOCC2)cc1S(=O)(=O)N1CCCc2ccccc21	0.8	3.0	-0.5	2.3	3.1	0.3	-2.5	-5.9	-0.3	0.6

Bioassay records: PubChem BioAssay, several laboratories
